Screening results deposited in PubChem by several laboratories.
PAFAH1B2 inh: inhibitors of human PAFAH1B2; 340,000 compounds, 1.2% hits; inhibition, % at 3.39 µM; recombinant PAFAH1B2, FP-rhodamine activity probe, fluorescence polarization;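 active means inhibition above the mean of all tested compounds plus 3 SD, cut at about 24% in these data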;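 further: 0% = enzyme with DMSO and 100% = wells lacking PAFAH1B2; many of its hits are not listed in these tables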
MCL1-BIM inh: disrupts human MCL1 binding to BIM-BH3 peptide; GST-MCL1 / FITC-Bim-BH3 fluorescence polarization; inhibition, % at 10.9 µM; Q07820; 320,000 compounds, 0.68% hits;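 active means inhibition above the mean inhibition of all tested compounds plus 3 SD, set per campaign, cut at about 40% in these data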;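 further: 0% = DMSO wells and 100% = unlabeled Bim-BH3 peptide control; higher means more loss of mP so more displacement of Bim peptide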
Target sequence (Q07820 whole entry, looked up): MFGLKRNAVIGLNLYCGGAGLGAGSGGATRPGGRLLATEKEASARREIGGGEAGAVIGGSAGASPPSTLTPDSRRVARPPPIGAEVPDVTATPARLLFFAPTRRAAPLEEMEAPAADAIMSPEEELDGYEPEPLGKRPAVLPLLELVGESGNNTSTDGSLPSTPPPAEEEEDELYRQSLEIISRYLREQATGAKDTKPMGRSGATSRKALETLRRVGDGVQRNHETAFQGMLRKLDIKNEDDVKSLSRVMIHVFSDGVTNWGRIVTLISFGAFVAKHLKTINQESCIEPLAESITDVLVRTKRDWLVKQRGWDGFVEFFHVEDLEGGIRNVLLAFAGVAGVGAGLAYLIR
pPAFAH FP inh: pPAFAH (human) enzyme inhibition; inhibition, % at 3.39 µM; recombinant pPAFAH, FP-rhodamine probe fluorescence polarization; Q13093; 330,000 compounds, 1.5% hits;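 active means inhibition above the mean inhibition across the screen plus 3 SD, cut at about 25% in these data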;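 further: inhibitors block binding of the rhodamine activity-based probe so polarization drops; 0% = enzyme with DMSO and 100% = wells lacking pPAFAH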
PME-1 primary: PME-1 (human) inhibition; Q9Y570; recombinant PME-1, FP-Rh probe fluorescence polarization; 320,000 compounds, 0.53% hits; inhibition, % at 5.9 µM;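 active means inhibition above the campaign mean of all compounds plus 3 SD, cut at about 26% in these data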;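 further: competitive labeling of PME-1 active site by serine hydrolase directed probe; 0% = PME-1 with DMSO and 100% = wells lacking PME-1 enzyme; inhibitors block probe labeling so polarization falls and inhibition rises; many of its hits are not listed in these tables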
Target sequence (Q9Y570 whole entry, looked up): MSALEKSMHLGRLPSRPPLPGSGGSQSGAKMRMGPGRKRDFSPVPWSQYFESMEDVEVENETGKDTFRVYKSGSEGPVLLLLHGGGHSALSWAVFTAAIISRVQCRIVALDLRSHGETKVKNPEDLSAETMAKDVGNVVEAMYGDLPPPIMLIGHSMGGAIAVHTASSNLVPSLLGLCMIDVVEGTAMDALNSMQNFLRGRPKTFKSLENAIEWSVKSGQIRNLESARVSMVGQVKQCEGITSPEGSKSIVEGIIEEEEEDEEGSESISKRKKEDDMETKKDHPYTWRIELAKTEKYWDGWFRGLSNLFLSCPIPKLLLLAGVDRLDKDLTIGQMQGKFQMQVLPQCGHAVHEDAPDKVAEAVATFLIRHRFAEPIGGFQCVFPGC
GLD-1 TGE inh: GLD-1-TGE RNA interaction inhibition (C. elegans); inhibition, % at 5.96 µM; purified GLD-1 + fluorescein TGE RNA, fluorescence polarization; 320,000 compounds, 0.44% hits;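 active means percent inhibition above a per-plate cutoff, the plate mean of test compounds plus 3 SD, cut at about 30% in these data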;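 further: 0% = DMSO wells with GLD-1 and probe and 100% = wells lacking GLD-1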
Bcl-xL primary: inhibitors of human Bcl-xL; 320,000 compounds, 0.7% hits; inhibition, % at 10.9 µM; Q07817; GST-Bcl-xL / FITC-Bim BH3 peptide fluorescence polarization;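 active means inhibition above the mean of all tested compounds plus 3 SD, cutoff set per campaign, cut at about 30% in these data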;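 further: 0% = DMSO wells and 100% = unlabeled Bim-BH3 peptide competitor; inhibitors lower millipolarization by displacing the labeled peptide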
Target sequence (Q07817 whole entry, looked up): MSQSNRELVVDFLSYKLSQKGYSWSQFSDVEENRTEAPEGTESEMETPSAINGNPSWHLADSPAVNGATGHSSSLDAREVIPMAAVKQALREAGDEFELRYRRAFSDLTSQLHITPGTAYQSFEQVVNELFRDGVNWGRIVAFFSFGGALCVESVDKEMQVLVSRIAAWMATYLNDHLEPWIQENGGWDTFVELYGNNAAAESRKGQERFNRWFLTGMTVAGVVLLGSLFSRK
AHR activator: activators of human aryl hydrocarbon receptor | P35869 | AHR-responsive luciferase reporter cells, luminescence | activation, % at 5 µM | 320,000 compounds, 2.5% hits | AID 2796; in the data active means activation above about 47%;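 further: 0% = vehicle wells and 100% = reference agonist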
Fam108B counter: Fam108B inhibition, counter-screen for RBBP9 inhibitors | 300,000 compounds, 0.33% hits | inhibition, % at 9.51 µM | recombinant Fam108B, FP-Rh probe fluorescence polarization;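 active means inhibition above the screen mean inhibition plus 3 SD, computed separately per campaign, cut at about 18% in these data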;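 further: inhibitors lower polarization as less probe binds the enzyme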
MEX-5 binding: C. elegans MEX-5 TCR-2 RNA binding activity. Q9XUB2. MEX-5/FITC-TCR2 RNA binding, fluorescence polarization; active compounds read low. activity score (negative = inhibition of binding), % at 10 µM. 300,000 compounds, 0.38% hits;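 active means inhibition past about -25% in most replicates, and total fluorescence under double the plate's negative control median, limit read from the data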;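 further: 0% = DMSO and -100% = 5 µM competing unlabeled TCR2 RNA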
* hit, by the source's call; x = not tested or not shown. Not all compounds are listed. The share of hits here may be higher or lower than overall.

SMILES | PAFAH1B2 inh | MCL1-BIM inh | pPAFAH FP inh | PME-1 primary | GLD-1 TGE inh | Bcl-xL primary | AHR activator | Fam108B counter | MEX-5 binding
CC(C(O)c1cc(=O)c(OCc2ccccc2)co1)[N+](=O)[O-] (stereo unspecified) | -1 | 7 | 2 | 3 | 3 | 5 | 0 | 0 | -1.2
CCN(CC)CCCNC(=S)Nc1ccc(Br)cc1 | 7 | 2 | -3 | -3 | 0 | -5 | 3 | -1 | -1.6
CCc1ccc(CN2CCCC(CCC(=O)N3CCN(c4ccccn4)CC3)C2)o1 (stereo unspecified) | 5 | 4 | 11 | 3 | -1 | 7 | -1 | 8 | -0.8
Cc1ccccc1S(=O)(=O)Cc1ccc(C(=O)NC2CCCC2)o1 | -3 | -1 | 4 | -4 | 2 | -2 | 3 | -3 | 1.1
CCOC(=O)CN1Cc2cccc(C(=O)O)c2C1=O | 6 | 9 | 3 | -2 | 0 | 7 | 2 | 1 | 2.0
O=c1[nH]c2cc3ccccc3cc2nc1C(F)(F)F | 1 | 14 | -3 | 6 | 58* | 14 | 5 | 0 | -11
CCN(CC)C(=O)c1ccc(Oc2ccc([N+](=O)[O-])cc2Cl)cc1 | 2 | 0 | 10 | 4 | 5 | -2 | -2 | -5 | -1.2
Clc1ccc(-n2ncc3c(NCc4ccc5c(c4)OCO5)ncnc32)cc1 | 0 | -2 | -4 | 4 | 4 | 1 | 17 | 7 | 2.0
O=C(Nc1nnc(SCC(=O)N2CCOCC2)s1)c1ccccc1 | -6 | -2 | 0 | -3 | 3 | 2 | 10 | -2 | -1.8
COc1ccc(NC(=O)CN(C)CC(=O)NC2CCCCC2C)cc1 (stereo unspecified) | 6 | -2 | 6 | -1 | 2 | 0 | 1 | x | x
COc1ccc(N2CCN(C(=O)CN(c3ccccc3)S(=O)(=O)c3ccc(OC)cc3)CC2)cc1 | 0 | 4 | 2 | 1 | 5 | 6 | -2 | 0 | 1.4
Cc1ccc(C)c(S(=O)(=O)N2CCCCC2CCNC(=O)C(=O)NCc2cccnc2)c1 (stereo unspecified) | 0 | -3 | 6 | -3 | -1 | 0 | 3 | 2 | -2.2
COc1cc(NC(=O)C2CC(c3ccccc3O)=NO2)c(OC)cc1Cl (stereo unspecified) | 2 | 2 | 6 | 2 | -1 | -2 | -1 | 0 | -0.6
CC(C)C(NC(=O)c1ccccc1)C(=O)OCC(=O)N1CCN(c2ccccc2)CC1 (stereo unspecified) | -2 | -14 | 4 | 4 | 7 | -7 | -1 | x | x
COC(=O)c1ccccc1NC(=O)CSc1nnc(-c2cccnc2)n1C | 6 | 6 | 1 | 6 | 8 | 6 | 18 | -3 | -0.1
CC1CCC(C(=O)c2c(O)c3ccccc3oc2=O)CC1 (stereo unspecified) | 5 | 0 | 6 | -3 | -6 | -3 | 9 | -3 | -1.1
CCOC(=O)C1(Cc2ccccc2)CCCN(C2CCCC2)C1 (stereo unspecified) | 2 | -2 | 2 | -7 | -2 | 1 | 1 | 5 | -0.1
CNC(=O)CSc1nc(SC)ns1 | -1 | 0 | -1 | -1 | -4 | 4 | 7 | -1 | 2.4
CCOc1ccc(NC(=O)N2CCC(NC(=O)C(Cc3cccc(F)c3)NC(C)=O)CC2)cc1 (stereo unspecified) | 7 | 9 | 5 | -3 | 6 | 7 | -3 | 0 | 1.0
CCOc1ccc(N(Cc2cc3cc(OC)ccc3[nH]c2=O)S(C)(=O)=O)cc1 | 10 | 9 | 2 | 3 | 1 | 9 | 4 | 0 | 1.8
Cn1c(N)c(Sc2ccccc2[N+](=O)[O-])c(=O)n(C)c1=O | 1 | 13 | 5 | -11 | -5 | 5 | -1 | -1 | -2.4
Cc1ccc(OCCCC(=O)Nc2nccs2)cc1 | 6 | -2 | -1 | 0 | -4 | 1 | 1 | -2 | 0.4
CCOC(=O)N1CCC(=NNc2nc(C)cc(=O)[nH]2)CC1 | 3 | 16 | 4 | -2 | -5 | 3 | 12 | 0 | 8.8
O=C(O)C/C=C(\NC(=O)OCc1ccccc1)C(=O)OCc1ccccc1 | 3 | 3 | 17 | -4 | 4 | -2 | -1 | -3 | -1.7
O=c1c2c(nc3cc(-c4ccccc4)[nH]n13)CCC2 | 5 | 2 | 2 | -7 | -2 | 5 | 31 | -1 | 0.2
CCOC(=O)C1(CC2CC2)CCN(C(=O)c2cc(C)nc3ccc(CC)cc23)CC1 | 4 | 3 | 3 | 0 | -13 | 7 | 6 | -14 | 0.5
Cc1c(Cc2ccccc2)c(=O)oc2cc(OCC(=O)NCc3ccccn3)ccc12 | 0 | -1 | 6 | 7 | -3 | 2 | 10 | 2 | 4.0
Cc1nc(COC(=O)c2ccc(S(=O)(=O)N3CCCC3)cc2)cs1 | 1 | -2 | 6 | 2 | 5 | 3 | -1 | 2 | -2.3
O=C(Cn1cnc2ccccc2c1=O)Nc1nnc(C2CC2)s1 | -1 | -6 | -8 | -9 | 5 | 1 | 6 | -5 | 1.9
COc1ccc(-n2ncc3c(N4CCN(Cc5ccccc5)CC4)ncnc32)cc1 | 4 | 1 | 3 | -5 | -10 | -1 | 10 | 1 | -0.5
Cc1cccc(C(=O)OC(C)C(=O)N2CCc3ccccc3C2)c1C (stereo unspecified) | 2 | 10 | -3 | 2 | 2 | 8 | 1 | x | x
COc1ccc(CCNCc2ccc(OCc3ccccc3)cc2)cc1 | -2 | 7 | 2 | -1 | 5 | 4 | 2 | -4 | -0.2
N#Cc1c(-c2ccccc2)c(-c2ccccc2)n[nH]c1=O | 6 | 2 | 2 | -2 | 7 | 2 | 3 | 4 | -0.1
COc1ccc(NC(=O)C2CCCN2S(=O)(=O)c2ccc3c(c2)CCC(=O)N3)cc1Cl (stereo unspecified) | -3 | 3 | 5 | -1 | 0 | 1 | 0 | -3 | x
CC(C)OC(=O)CSc1nnc(Cc2ccccc2)n1Cc1ccco1 | 3 | 1 | 9 | 0 | 3 | 4 | -1 | -1 | x
COc1ccccc1C(O)P(=O)(OCC(C)C)c1ccc(N(C)C)cc1 (stereo unspecified) | 3 | 1 | -2 | -1 | -1 | 2 | 1 | 0 | 1.2

One compound at a time, from the list above:
Cc1cccc(C(=O)OC(C)C(=O)N2CCc3ccccc3C2)c1C (stereo unspecified) is listed with PAFAH1B2 inh: 2; MCL1-BIM inh: 10; pPAFAH FP inh: -3; PME-1 primary: 2; GLD-1 TGE inh: 2; Bcl-xL primary: 8; AHR activator: 1; Fam108B counter: x; MEX-5 binding: x
CCOC(=O)C1(CC2CC2)CCN(C(=O)c2cc(C)nc3ccc(CC)cc23)CC1 is listed with PAFAH1B2 inh: 4; MCL1-BIM inh: 3; pPAFAH FP inh: 3; PME-1 primary: 0; GLD-1 TGE inh: -13; Bcl-xL primary: 7; AHR activator: 6; Fam108B counter: -14; MEX-5 binding: 0.5

Next results follow.
SMILES | PAFAH1B2 inh | MCL1-BIM inh | pPAFAH FP inh | PME-1 primary | GLD-1 TGE inh | Bcl-xL primary | AHR activator | Fam108B counter | MEX-5 binding
O=C(OCC(=O)N1CCN(C(=O)c2ccco2)CC1)c1cc(S(=O)(=O)Nc2ccc(Cl)cc2)ccc1O | 33* | 4 | 62* | 6 | -2 | 8 | -1 | 6 | 0.1
COCCn1c(SCC(=O)Nc2ccccc2OC)nc2ccccc21 | 3 | -6 | 3 | -6 | 5 | 1 | 3 | -1 | 0.3
Cc1ccc(C23CC4CC(CC(C(=O)NCC(=O)O)(C4)C2)C3)cc1 | 6 | -1 | -1 | -1 | -1 | -8 | -1 | 2 | -0.7
CCOC(=O)c1oc2ccc(S(=O)(=O)n3nc(-c4ccc(C)cc4)cc3N)cc2c1C | 0 | -6 | 0 | 1 | 9 | 2 | -2 | -5 | 3.2
CC1CC1C(=O)OCC(=O)Nc1ccc2[nH]c(=O)[nH]c2c1 (stereo unspecified) | 0 | 1 | 8 | -2 | -5 | 3 | -1 | 0 | -0.8
O=C1NC2(CCc3ccccc3C2)C(=O)N1CCOc1cccc(Cl)c1 (stereo unspecified) | 3 | -1 | 3 | 0 | 0 | 2 | 7 | 6 | 1.5
O=C(O)CSCC(=O)Nc1cccc(C(F)(F)F)c1 | 3 | 7 | -7 | 0 | 9 | 2 | 1 | 1 | -0.3
O=C1CC(SCc2nc3ccccc3[nH]2)C(=O)N1c1ccc(F)c(Cl)c1 (stereo unspecified) | 29* | 4 | 2 | 4 | 7 | 4 | 9 | -2 | -1.6
NC(=O)c1ccsc1NC(=O)c1ccc2c(c1)CCCC2 | -3 | -4 | -18 | -83 | -2 | 0 | 40 | -9 | -2.9
CCOC(=O)c1ccc(NC(=O)N(CC)CC)cc1 | 1 | 3 | -1 | 4 | 2 | 4 | 12 | -1 | -0.4
COC(=O)c1[nH]nc(-c2ccccc2)c1-c1ccccc1 | 10 | -2 | 2 | -7 | 1 | 4 | -4 | 0 | 0.4
Cc1ccc(-n2c(SCC3CNC(=O)O3)nnc2-c2ccccc2)cc1C (stereo unspecified) | x | -9 | 1 | -3 | 2 | 4 | 1 | -1 | 0.3
CC(=O)N1CCN(C(=O)CCc2cc(C(C)(C)C)c(O)c(C(C)(C)C)c2)CC1 | -6 | -3 | -3 | 8 | 9 | 5 | 1 | 1 | 1.2
Cc1cc(NC(=O)CSc2nnc(NC(=O)C3CC(=O)N(c4ccccc4C)C3)s2)no1 (stereo unspecified) | -3 | -1 | 12 | -8 | -2 | 4 | 1 | -11 | 1.2
CCCn1c(C(CO)Nc2nc(-c3cccc(Br)c3)cs2)nc2ccccc21 (stereo unspecified) | 3 | 8 | 5 | 6 | 2 | -1 | 9 | -1 | 4.9
Cc1ccc2oc(=O)c3cc(C(=O)NCCCN4CCCCCC4)sc3c2c1 | 1 | -1 | -2 | -1 | -4 | -4 | 4 | -5 | -1.8
CCn1c(C)c(P(c2ccccc2)c2ccccc2)[n+]2ccccc12 | 7 | 11 | -1 | -3 | 5 | 7 | -1 | 0 | -5.1
COc1ccc(NC(=O)CN(C)C(=O)c2cc(-c3ccc(C)o3)nc3ccccc23)cc1 | 7 | 5 | -3 | -4 | 2 | 1 | 4 | -1 | -2.2
CCNC(=O)COc1ccc(-c2ccccc2)cc1 | 10 | -5 | -6 | -4 | 7 | -2 | 3 | 1 | -0.2
Cc1ccc(S(=O)(=O)NC(CC(=O)N2CCOCC2)c2ccco2)cc1 (stereo unspecified) | 0 | 6 | -5 | -3 | 3 | 7 | 2 | 0 | 0.4
Cc1ccc(S(=O)(=O)N2CCN(CC(=O)N/N=C/c3cc([N+](=O)[O-])ccc3Cl)CC2)cc1 | 7 | 12 | 4 | 10 | -1 | 9 | -3 | 1 | 0.8
OC(COc1ccc(Br)cc1)CN1CCCC1 (stereo unspecified) | 3 | 1 | 1 | -2 | 3 | 13 | 1 | 2 | 12
O=C1CCCc2oc3ccc(NS(=O)(=O)c4cccc5cccnc45)cc3c21 | 3 | 1 | 3 | 3 | 2 | 6 | 8 | -1 | 0.9
COc1ccc(N2CCN(S(=O)(=O)c3ccc(-c4cnc(C5CC5)o4)cc3)CC2)cc1 | -1 | -5 | 13 | -4 | 7 | 7 | 0 | -5 | -2.3
O=C1Nc2c(Br)cc(Br)c3cccc1c23 | -1 | -2 | 2 | -8 | -4 | -1 | -1 | -5 | -3.6
c1cnc(-c2nnc3n2CCCCC3)cn1 | 1 | 4 | -3 | -9 | 0 | 2 | 1 | -2 | 1.8
Cc1cc(Cl)c2oc(C(=O)N(C)C3CCOC3)c(C)c2c1 (stereo unspecified) | -10 | 5 | 1 | 3 | 6 | 3 | 7 | 0 | -2.1
COc1cccc(NCc2ccc([N+](=O)[O-])s2)c1 | -3 | 14 | -2 | 7 | 9 | 10 | 5 | 0 | 2.1
